TAAR1 agonist: human TAAR1 agonists, primary screen, Fluo-8 calcium fluorescence, CHO RD-HGA16 cells; vehicle wells 0%, saturating PEA agonist 100%; 360,000 tested, 0.99% active; activation, % at 3 µM;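 active = activation above the mean activation of all test compounds in the run plus 3 SD, cut at about 38% in these data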
Target sequence (Q96RJ0 whole entry, looked up): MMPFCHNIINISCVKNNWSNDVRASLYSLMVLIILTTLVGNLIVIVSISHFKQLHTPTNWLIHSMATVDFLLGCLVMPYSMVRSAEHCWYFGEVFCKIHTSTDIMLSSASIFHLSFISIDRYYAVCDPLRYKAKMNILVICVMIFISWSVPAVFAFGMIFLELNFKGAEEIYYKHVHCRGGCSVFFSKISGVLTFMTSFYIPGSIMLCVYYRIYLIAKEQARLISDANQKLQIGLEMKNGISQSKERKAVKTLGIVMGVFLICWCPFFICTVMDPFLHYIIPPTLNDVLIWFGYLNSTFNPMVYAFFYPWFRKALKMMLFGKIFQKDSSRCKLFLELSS
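Repeats: no replicates (n 1) | Material: CHO-derived RD-HGA16 cells with stable Gα16 and human TAAR1 | Technique: Kinetic Fluo-8 calcium fluorescence | Schedule: 17-24 h seeding, 75 min 37 °C dye, 30 min RT | Evaluation: % activation from peak over basal fluorescence ratio, DMSO-to-PEA scaled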
M1 ag: human M1 muscarinic receptor agonists, primary screen, Fluo-8 calcium fluorescence, CHO-K1 cells, HTS; CHO-K1 hM1, agonist mode; 0% DMSO, 100% acetylcholine EC100; activation, % at 3 µM; AID 588814, 2011; 360,000 tested, 0.33% active;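 active = activation above the run's mean compound activation plus 3 SD, cut at about 16% in these data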;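 also: peak over basal fluorescence ratio within a 140 s kinetic read after compound addition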
M5 antag: human M5 muscarinic receptor antagonists, primary screen, CHO cells, Fluo-8 calcium fluorescence | 360,000 tested, 0.59% active | inhibition, % at 3 µM | AID 624040, 2012 | CHO-hM5 cells, ACh EC80 | Muscarinic acetylcholine receptor M5 (Homo sapiens), P08912;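 active = inhibition above a per-plate cutoff, the mean of that plate's test compounds plus 3 SD, cut at about 27% in these data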;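 also: 0% = acetylcholine EC80 with DMSO and 100% = DMSO without agonist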
Target sequence (P08912 whole entry, looked up): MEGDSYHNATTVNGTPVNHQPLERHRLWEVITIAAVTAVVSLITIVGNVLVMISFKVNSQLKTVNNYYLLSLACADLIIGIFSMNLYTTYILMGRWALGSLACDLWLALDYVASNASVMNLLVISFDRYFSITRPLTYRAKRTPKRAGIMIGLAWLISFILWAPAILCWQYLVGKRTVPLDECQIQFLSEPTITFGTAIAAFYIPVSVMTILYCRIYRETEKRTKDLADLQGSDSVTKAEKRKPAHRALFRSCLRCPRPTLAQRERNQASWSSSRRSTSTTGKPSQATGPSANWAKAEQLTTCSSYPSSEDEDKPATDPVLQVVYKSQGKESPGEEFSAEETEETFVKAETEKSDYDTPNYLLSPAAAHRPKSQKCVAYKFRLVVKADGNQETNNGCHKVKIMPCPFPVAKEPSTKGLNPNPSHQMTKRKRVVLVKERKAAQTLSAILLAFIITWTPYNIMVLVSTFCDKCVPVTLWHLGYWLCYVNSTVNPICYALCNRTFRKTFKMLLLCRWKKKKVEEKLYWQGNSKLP
CHRM4 agonist: human M4 muscarinic receptor agonists, primary screen, CHO-K1 cells, Fluo-8 calcium fluorescence; Muscarinic acetylcholine receptor M4 (Homo sapiens), P08173; CHO-K1 hM4/Gqi5; vehicle 0%, full acetylcholine response 100%; activation, % at 3 µM; 360,000 tested, 0.14% active; AID 624127, 2012;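 active = activation above the run mean over all test wells plus 3 SD, cut at about 32% in these data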;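 also: peak over basal fluorescence ratio per well then scaled between controls; 0% = DMSO wells and 100% = acetylcholine at EC100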
M1 antag: human M1 muscarinic receptor antagonists, primary screen, CHO-K1 cells, Fluo-8 calcium fluorescence, 1536-well; Muscarinic acetylcholine receptor M1 (Homo sapiens), P11229; CHO-K1 hM1, ACh EC80 antagonist; inhibition, % at 3 µM; 360,000 tested, 1.3% active; AID 588852, 2011;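 active = percent inhibition above its own plate's cutoff, namely the mean of that plate's compound wells plus 3 SD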;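 also: peak over basal fluorescence ratio during 140 s after agonist addition; 0% = ACh EC80 plus DMSO and 100% = DMSO alone without agonist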
M5 PAM: human M5 muscarinic receptor positive allosteric modulators, primary screen, CHO-K1 cells, Fluo-8 calcium fluorescence | activation, % at 3 µM | Muscarinic acetylcholine receptor M5 (Homo sapiens), P08912 | CHO-K1 hM5, ACh EC20 PAM; 0% = ACh EC20, 100% = ACh EC100 | AID 624038, 2012 | 360,000 tested, 0.3% active;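 active = activation above the run cutoff, the mean activation of all test compounds plus 3 SD, cut at about 18% in these data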
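Assay system: CHO-K1 hM5 cells / Incubation: Fluo-8 loading 80 min at 37 °C plus 30 min room temperature / Technique: Fluo-8 calcium dye fluorescence, kinetic read / Repeats: single replicate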
CHRM4 antagonist: human M4 muscarinic receptor antagonists, primary screen, CHO cells, Fluo-8 calcium fluorescence; CHO-hM4 cells, ACh EC80; inhibition, % at 3 µM; 360,000 tested, 0.73% active; AID 624125, 2012;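 active = inhibition above its plate's cutoff, the mean inhibition of sample wells plus 3 SD, cut at about 27% in these data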;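 also: 0% = acetylcholine EC80 with DMSO and 100% = DMSO without agonist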
M1 PAM: human M1 muscarinic receptor positive allosteric modulators, primary screen, CHO-K1 cells, Fluo-8 calcium fluorescence, 1536-well | 360,000 tested, 0.088% active | Muscarinic acetylcholine receptor M1 (Homo sapiens), P11229 | CHO-K1 hM1, ACh EC20; 0% = ACh EC20, 100% = maximal ACh | AID 588819, 2011 | activation, % at 3 µM; in the data active = activation above about 19%, passing the limit was not always enough
M5 ag: human M5 muscarinic receptor agonists, primary screen, CHO-K1 cells, Fluo-8 calcium fluorescence | Muscarinic acetylcholine receptor M5 (Homo sapiens), P08912 | CHO-K1 hM5 cells; 0% DMSO wells, 100% maximal acetylcholine response | activation, % at 3 µM | 360,000 tested, 0.19% active | AID 624037, 2012;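 active = activation above the run's mean over test compounds plus 3 SD, cut at about 23% in these data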;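 also: signal is peak over basal fluorescence ratio across the kinetic read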
Starred values were filed as active, the others as inactive; x = not tested or not shown. A portion of the library; the hit share may differ from the screen's.

(1) FC(F)Oc1ccc(C2N=C(c3ccccc3)NO2)cc1 (centres undefined)
(2) CCN(CC)S(=O)(=O)c1cccc(C(=O)NCc2ccccc2)c1
(3) O=C(COC(=O)CCC(=O)c1cccs1)Nc1ccccc1[N+](=O)[O-]
(4) C=CCCC(=O)N1C[C@@H](CO)[C@@H](NC)C[C@H]1c1ccccc1Br
(5) CC12CN(C(=O)c3ccco3)CC(c3ccccc3)(CN(C(=O)c3ccco3)C1)C2=O
(6) COc1ccccc1-c1ccc2c(c1)C(C)(Cc1ccc(Cl)c(Cl)c1)C(=O)N2 (centres undefined)
(7) Cn1cc(Cl)c(-c2nc3ccccc3[nH]2)n1
(8) O=C(COC(=O)C1=COCCO1)NCc1ccc(Cl)cc1Cl

assay / entry	1	2	3	4	5	6	7	8
CHRM4 agonist	1	1	3	0	0	-1	1	0
M5 PAM	1	5	11	5	4	2	3	0
TAAR1 agonist	-2	7	4	4	5	2	14	2
CHRM4 antagonist	-4	-1	-12	-10	-2	-9	-12	-9
M5 antag	4	-3	-13	-6	-8	-7	-3	5
M1 PAM	3	7	0	-3	5	9	2	16
M1 antag	6	-8	1	10	-40	-20	-6	-18
M5 ag	-4	-2	2	-6	0	-1	-1	-1
M1 ag	-4	-6	-2	-11	-3	-3	-2	-3

(9) Cc1ccccc1N(C(=O)Cc1c[nH]c2ccccc12)C(C(=O)NC1CCCCC1)c1ccco1 (centres undefined)
(10) C=CCn1c(N2CCOCC2)nc2c1c(=O)[nH]c(=O)n2C
(11) Cc1c(-n2c(O)c(C3=c4ccccc4=NC3=O)sc2=O)c(=O)n(-c2ccccc2)n1C
(12) CCC(=O)Nc1cccc(C(=O)/C=C/c2ccccc2)c1
(13) CCOC(=O)c1cncc(NC(=O)c2ccccc2)c1
(14) O=C(NCN1CCCCC1)c1cccnc1
(15) CCCC1=C(C(=O)OCC)C(c2ccc(OC)c(CSc3ccccn3)c2)C(C#N)=C(N)O1 (centres undefined)
(16) Cc1cc2cc(C(=O)N3CCc4c([nH]c5ccccc45)C3c3ccccn3)ccc2o1 (centres undefined)

assay / entry	9	10	11	12	13	14	15	16
CHRM4 agonist	1	0	1	13	1	0	0	0
M5 PAM	-1	3	2	-7	-1	1	-1	2
TAAR1 agonist	-1	7	13	8	0	6	0	-3
CHRM4 antagonist	7	1	5	4	1	3	-3	2
M5 antag	5	-2	0	6	-4	1	0	9
M1 PAM	-5	6	3	11	1	5	2	4
M1 antag	5	-6	-6	-2	-7	1	-12	-8
M5 ag	3	-3	1	9	-1	0	-4	-1
M1 ag	-5	-7	-7	3	-3	0	-7	-3

(17) COC(=O)CC1COc2ccccc2N1C(=O)c1cccc(Cl)c1 (centres undefined)
(18) CCOc1ncccc1C(=O)NNC(=O)c1ccccc1-n1cccc1
(19) COc1ccc2c(C(=O)c3ccc(C)cc3)n(CCC(N)=O)[n+]([O-])c2c1
(20) C=Cc1ccc(C(=O)N2CCCC(Nc3ccc4c(c3)OCCO4)C2)cc1 (centres undefined)
(21) O=c1oc2cc(O)ccc2c2ccccc12
(22) O=C(/C=C/c1ccc(Cl)cc1)NCc1cccs1
(23) O=C(Cc1ccccc1)NNC(=O)c1cnccn1
(24) COC(=O)N1CCN(CCc2ccccc2)CC1

assay / entry	17	18	19	20	21	22	23	24
CHRM4 agonist	-1	1	1	4	5	0	1	0
M5 PAM	1	-5	5	0	-2	2	3	3
TAAR1 agonist	11	3	9	-1	0	-1	1	10
CHRM4 antagonist	-10	-12	-1	-2	-25	3	-4	2
M5 antag	-5	13	-2	3	1	1	-2	2
M1 PAM	1	6	3	11	3	10	10	3
M1 antag	2	0	-4	-10	-5	-3	-12	-1
M5 ag	-2	-3	1	-2	-4	-3	0	2
M1 ag	-4	-1	-6	-2	-2	-4	-6	-8

(25) O=C1[C@@H]2Cc3c([nH]c4ccccc34)C(c3cccc([N+](=O)[O-])c3)N2C(=O)CN1CCCO (some centres undefined)
(26) O=C1CC(c2ccc(Cl)cc2)CC(=O)C1CS(=O)(=O)c1ccccc1 (centres undefined)
(27) COc1cccc(C(=O)NNC2=CC(=O)CC(C)(C)C2)c1
(28) CCc1ccc(NC(=O)C2CCCN2S(=O)(=O)c2ccc3c(c2)C(C)(C)C(=O)N3C)cc1 (centres undefined)
(29) NC(=S)N/N=C/c1ccccc1[N+](=O)[O-]
(30) CC(=O)Nc1ccc(S(=O)(=O)NCCC(=O)Nc2ccc(C)c(F)c2)cc1
(31) Cc1ccccc1N1CCN(C(=O)[C@@H]2CCCN2C2=NS(=O)(=O)c3ccccc32)CC1
(32) COc1ccccc1N1CCN(C(=O)C2CCCN(S(=O)(=O)c3ccc4c(c3)CCCN4C(C)=O)C2)CC1 (centres undefined)

assay / entry	25	26	27	28	29	30	31	32
CHRM4 agonist	1	1	1	3	0	1	7	22
M5 PAM	2	13	2	-1	5	-3	2	-16
TAAR1 agonist	6	-1	2	0	2	2	4	15
CHRM4 antagonist	8	-2	3	-16	4	-4	-7	19
M5 antag	3	5	4	-9	-9	12	-7	20
M1 PAM	7	5	2	5	-2	14	-1	-15
M1 antag	-7	-8	-4	-14	-4	-10	11	30
M5 ag	-2	2	3	-1	-3	-2	2	-2
M1 ag	-5	-6	-4	-5	-4	0	-4	3

(33) CCOc1ccc(CNc2ccc(S(N)(=O)=O)cc2)cc1
(34) O=C(NCC[C@H]1CC[C@@H](NC(=O)C2CCOCC2)[C@@H](CO)O1)Nc1ccc(Cl)cc1
(35) COc1ccc(-c2nc3ccccc3c(=O)n2NC(=S)N(C)C)cc1
(36) C=C1N(c2ccccc2)C(=O)OC1(C)C
(37) Cc1ccc(-n2cc(C(C)(C)C)[nH]c2=S)cc1
(38) CCOC(=O)c1ccc(NC(=O)COC(=O)c2cccc(Oc3ccccc3)c2)cc1
(39) CCOC(=O)Cc1cc(-c2ccc(OC)cc2)nc2ccc3ccccc3c12
(40) CCN(CC)S(=O)(=O)c1ccc(Cl)c(C(=O)NCc2ccco2)c1

assay / entry	33	34	35	36	37	38	39	40
CHRM4 agonist	3	5	1	0	-1	1	2	3
M5 PAM	4	2	0	-2	-8	-3	-9	11
TAAR1 agonist	12	2	-1	1	21	3	3	11
CHRM4 antagonist	0	-9	3	6	0	-9	-2	4
M5 antag	-10	-4	-1	0	7	-2	7	-2
M1 PAM	8	x	12	7	-8	-6	-7	3
M1 antag	-5	x	-11	-5	27	7	12	9
M5 ag	0	2	-1	1	0	-1	0	-4
M1 ag	4	x	-6	-2	-4	-4	-7	-2

(41) C=CC(=O)Nc1sc2c(c1C(N)=O)CCCC2
(42) COc1ccc(NC(=O)C(c2ccc(C)cc2)N(C)C(=O)c2ccc(=O)[nH]c2)cc1 (centres undefined)
(43) Cc1ccc(-c2cn(C[C@H]3CC[C@@H]([C@@H]4CC[C@H](Cn5cc(-c6ccc(C)cc6)nn5)O4)O3)nn2)cc1
(44) COc1ccc(CNS(=O)(=O)CCNC(=O)c2ccccc2)cc1
(45) CCOC(=O)c1cc(C#N)c(N)nc1C
(46) COc1ccccc1/C=C/C=N/NC(=O)CCn1cnc2ccccc21
(47) COc1ccccc1NC(=O)c1cccc(NC(=O)c2ccco2)c1
(48) COc1ccccc1CNC(=O)COc1ccc([N+](=O)[O-])cc1

assay / entry	41	42	43	44	45	46	47	48
CHRM4 agonist	0	0	1	1	2	20	7	4
M5 PAM	5	-3	4	-3	-3	-8	-7	2
TAAR1 agonist	0	0	2	-1	6	8	11	4
CHRM4 antagonist	-2	1	6	-6	3	1	-3	-6
M5 antag	5	11	12	8	-6	12	10	-9
M1 PAM	5	0	3	-4	-1	-1	-2	8
M1 antag	6	5	2	18	-2	3	-10	-12
M5 ag	-2	-3	-1	-2	1	-2	-3	-1
M1 ag	-4	-5	-4	-4	-2	-2	-3	-7

Part of the list above, in markdown.
| No. | mol | CHRM4 agonist | M5 PAM | TAAR1 agonist | CHRM4 antagonist | M5 antag | M1 PAM | M1 antag | M5 ag | M1 ag |
| --- | --- | --- | --- | --- | --- | --- | --- | --- | --- | --- |
| 39 | CCOC(=O)Cc1cc(-c2ccc(OC)cc2)nc2ccc3ccccc3c12 | 2 | -9 | 3 | -2 | 7 | -7 | 12 | 0 | -7 |
| 40 | CCN(CC)S(=O)(=O)c1ccc(Cl)c(C(=O)NCc2ccco2)c1 | 3 | 11 | 11 | 4 | -2 | 3 | 9 | -4 | -2 |
| 41 | C=CC(=O)Nc1sc2c(c1C(N)=O)CCCC2 | 0 | 5 | 0 | -2 | 5 | 5 | 6 | -2 | -4 |
| 42 | COc1ccc(NC(=O)C(c2ccc(C)cc2)N(C)C(=O)c2ccc(=O)[nH]c2)cc1 (centres undefined) | 0 | -3 | 0 | 1 | 11 | 0 | 5 | -3 | -5 |
| 43 | Cc1ccc(-c2cn(C[C@H]3CC[C@@H]([C@@H]4CC[C@H](Cn5cc(-c6ccc(C)cc6)nn5)O4)O3)nn2)cc1 | 1 | 4 | 2 | 6 | 12 | 3 | 2 | -1 | -4 |
| 44 | COc1ccc(CNS(=O)(=O)CCNC(=O)c2ccccc2)cc1 | 1 | -3 | -1 | -6 | 8 | -4 | 18 | -2 | -4 |
| 45 | CCOC(=O)c1cc(C#N)c(N)nc1C | 2 | -3 | 6 | 3 | -6 | -1 | -2 | 1 | -2 |
